Assay outcomes deposited in PubChem by The Scripps Research Institute Molecular Screening Center.
pPAFAH FP inh: pPAFAH enzyme inhibitors, primary screen, biochemical, fluorescence polarization, human; Platelet-activating factor acetylhydrolase (Homo sapiens), Q13093; recombinant pPAFAH, FP-rhodamine probe fluorescence polarization; inhibition, % at 3.39 µM; 330,000 compounds, 1.5% hits;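 active = inhibition above the mean inhibition across the screen plus 3 SD, cut at about 25% in these data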;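 also: inhibitors block binding of the rhodamine activity-based probe so polarization drops; 0% = enzyme with DMSO and 100% = wells lacking pPAFAH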
Target sequence (Q13093 whole entry, looked up): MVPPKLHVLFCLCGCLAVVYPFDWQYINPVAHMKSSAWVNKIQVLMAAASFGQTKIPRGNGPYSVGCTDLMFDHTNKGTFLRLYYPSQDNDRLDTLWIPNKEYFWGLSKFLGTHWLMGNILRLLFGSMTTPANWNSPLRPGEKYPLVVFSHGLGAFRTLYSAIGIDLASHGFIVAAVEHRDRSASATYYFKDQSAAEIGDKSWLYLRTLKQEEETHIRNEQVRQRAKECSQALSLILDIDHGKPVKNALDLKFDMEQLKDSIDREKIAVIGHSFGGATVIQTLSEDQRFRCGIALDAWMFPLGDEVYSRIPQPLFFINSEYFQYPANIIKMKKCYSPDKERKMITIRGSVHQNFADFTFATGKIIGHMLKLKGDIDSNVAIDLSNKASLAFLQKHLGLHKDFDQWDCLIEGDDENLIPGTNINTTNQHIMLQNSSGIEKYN
EBNA-1 inhibitor: EBNA-1 DNA-binding inhibitors, primary screen, biochemical, fluorescence polarization. 300,000 compounds, 0.34% hits. inhibition, % at 14.8 µM; in the data active = inhibition above about 28%
LYPLA1 counter: LYPLA1 inhibitors, primary screen, counter-screen for PME1 inhibitor project, biochemical, fluorescence polarization, FP-Rh probe ABPP; Acyl-protein thioesterase 1 (Homo sapiens), O75608; recombinant LYPLA1; inhibition, % at 5.9 µM; 320,000 compounds, 0.16% hits;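 active = inhibition above the mean of all tested compounds plus 3 SD, set per campaign, cut at about 14% in these data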;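 also: inhibitors block serine hydrolase probe labeling of LYPLA1 so polarization falls; 0% = enzyme with DMSO and 100% = wells lacking LYPLA1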
Target sequence (O75608 whole entry, looked up): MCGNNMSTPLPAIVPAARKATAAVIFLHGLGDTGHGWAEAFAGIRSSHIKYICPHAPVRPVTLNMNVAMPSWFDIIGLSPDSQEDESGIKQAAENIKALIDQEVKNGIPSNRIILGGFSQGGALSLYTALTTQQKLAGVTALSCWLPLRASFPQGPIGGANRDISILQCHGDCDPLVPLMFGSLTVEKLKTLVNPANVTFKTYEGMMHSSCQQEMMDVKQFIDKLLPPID
PAFAH2 FP inh: PAFAH2 enzyme inhibitors, primary screen, biochemical, fluorescence polarization, human. recombinant PAFAH2, FP-rhodamine activity probe. inhibition, % at 3.39 µM. 340,000 compounds, 0.99% hits. AID 492956, 2010;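 active = inhibition above the mean over all tested compounds plus 3 SD, cut at about 30% in these data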;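 also: inhibitors block probe labeling of enzyme so polarization drops; 0% = enzyme with DMSO and 100% = wells lacking PAFAH2 protein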
ZTA counter: ZTA (EBV) inhibition in EBNA-1 counter-screen. P03206. ZTA-DNA binding, fluorescence polarization. inhibition, % at 11 µM. 320,000 compounds, 0.15% hits. AID 2234; in the data active = inhibition above about 33%
PAFAH1B3 FP inh: PAFAH1B3 enzyme inhibitors, primary screen, biochemical, fluorescence polarization, human | 340,000 compounds, 0.28% hits | inhibition, % at 3.39 µM | recombinant PAFAH1B3, FP-rhodamine probe;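 active = inhibition above the screen-wide average of all tested compounds plus 3 SD, cut at about 25% in these data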;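 also: 0% = enzyme with DMSO only and 100% = wells lacking PAFAH1B3 protein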
LYPLA2 counter: LYPLA2 inhibitors, primary screen, counter-screen for PME1 inhibitor project, biochemical, fluorescence polarization, FP-Rh probe ABPP; 320,000 compounds, 0.38% hits; AID 2177, 2009; recombinant LYPLA2; inhibition, % at 5.9 µM; Acyl-protein thioesterase 2 (Homo sapiens), O95372;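 active = inhibition above the screen-wide mean plus 3 SD, limit set per campaign, cut at about 26% in these data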;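 also: 0% = LYPLA2 with DMSO and 100% = wells lacking LYPLA2 enzyme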
PREPL inhibitor: PREPL enzyme inhibitors, primary screen, biochemical, fluorescence polarization | Prolyl endopeptidase-like (Homo sapiens), Q4J6C6 | recombinant PREPL, fluorescence polarization activity-based probe | inhibition, % at 5.96 µM | 320,000 compounds, 0.68% hits; in the data active = inhibition above about 43%;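 also: 0% = enzyme with DMSO and 100% = wells lacking enzyme; many of its hits are not listed in these tables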
PAFAH1B2 inh: PAFAH1B2 enzyme inhibitors, primary screen, biochemical, fluorescence polarization, human. AID 492953, 2010. Platelet-activating factor acetylhydrolase IB subunit alpha2 (Homo sapiens), P68402. recombinant PAFAH1B2, FP-rhodamine activity probe. 340,000 compounds, 1.2% hits. inhibition, % at 3.39 µM;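 active = inhibition above the mean of all tested compounds plus 3 SD, cut at about 24% in these data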;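 also: 0% = enzyme with DMSO and 100% = wells lacking PAFAH1B2; many of its hits are not listed in these tables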
Target sequence (P68402 whole entry, looked up): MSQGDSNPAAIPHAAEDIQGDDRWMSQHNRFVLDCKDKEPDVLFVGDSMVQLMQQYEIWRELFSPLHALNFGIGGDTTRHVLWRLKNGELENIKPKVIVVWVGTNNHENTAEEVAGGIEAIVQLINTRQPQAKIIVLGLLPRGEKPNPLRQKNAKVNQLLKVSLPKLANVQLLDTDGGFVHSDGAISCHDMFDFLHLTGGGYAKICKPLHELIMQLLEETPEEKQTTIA
The depositor's hits bear a star; · = no result given. Not all compounds are listed; rates above refer to the full screens.

SMILES | pPAFAH FP inh | EBNA-1 inhibitor | LYPLA1 counter | PAFAH2 FP inh | ZTA counter | PAFAH1B3 FP inh | LYPLA2 counter | PREPL inhibitor | PAFAH1B2 inh
COc1cc2c(cc1O)C(SC)=NC(C)(C)C2 | -5 | -5 | 1 | 5 | 9 | 6 | -1 | 16 | 5
Cc1cccc(OCC(=O)Nc2ccccc2F)c1 | -1 | -2 | 2 | 10 | -36 | 5 | -3 | -4 | 7
CN(CCN1CCOCC1)C(=O)CC1C(=O)NCCN1Cc1ccccc1F (stereo unspecified) | 0 | -20 | 1 | 2 | -1 | 10 | 3 | 6 | -3
C#CCOCCOCCOCCNc1nc(N2CCN(C(=O)CCCCCCCCCCNC(=O)[C@H]([C@@H](C)CC)n3cc(CCCCCN)nn3)CC2)nc(N2CCN(C(=O)CCCCCCCCCCNC(=O)[C@H](CCCCN)n3cc(CCCC(=O)O)nn3)CC2)n1 | 0 | 3 | 0 | -1 | 29 | 10 | 15 | 29 | -1
CC1=C(C(=O)OCC(C)C)C(c2cccs2)NC(=S)N1 (stereo unspecified) | 3 | -3 | -6 | -3 | -10 | 0 | -3 | 20 | 6
O=C(COC(=O)C1=NN(c2ccccc2)C(=O)CC1)NCc1ccccc1Cl | 12 | · | 4 | 10 | 5 | 5 | 3 | 7 | 4
COC(=O)CCC(=O)Nc1ccc(Br)cc1 | 2 | 3 | 3 | 0 | -1 | 1 | 7 | -19 | -1
CN(CC(=O)Nc1ccccc1Br)C(=O)CNC(=O)C1CCCCC1 | -1 | · | -5 | 6 | -17 | 7 | 4 | 21 | 4
CC1=C(C)CS(=O)N(S(=O)(=O)c2ccccc2)C1 (stereo unspecified) | 7 | -7 | 3 | -3 | 2 | -1 | 9 | 6 | 5
COc1ccc(CCNC(=O)COC(=O)c2cc(S(=O)(=O)N3CCOCC3)ccc2C)cc1OC | -4 | · | · | 8 | · | 11 | · | 1 | 11
COc1ccc(N2CCN(C(=O)c3ccc(CS(=O)Cc4ccc(Cl)cc4)o3)CC2)cc1 (stereo unspecified) | 36* | -11 | 0 | 1 | -7 | -1 | 1 | 29 | 3
Fc1ccccc1C1CCN(Cc2nc(COc3ccccc3)no2)C1 (stereo unspecified) | 2 | -4 | -5 | 0 | 3 | 9 | -13 | -15 | 4
c1cncc(-c2nc(NCCCn3ccnc3)c3ccccc3n2)c1 | 3 | -4 | 2 | 2 | -3 | 2 | -3 | -1 | 4
CC(=O)Nc1ccc(NC(=O)C/C(C)=N/NC(=O)c2cccc3ccccc23)cc1 | 10 | 1 | -8 | 1 | 7 | 5 | 0 | -10 | 4
Cc1ccc(C(=O)CC(SCC(=O)O)c2ccc([N+](=O)[O-])cc2)cc1 (stereo unspecified) | -3 | 8 | -5 | 2 | -7 | -2 | -3 | -2 | -2
COc1ccc(-n2nc(C(=O)NCC(=O)N3CCCC(C)C3)c3ccccc3c2=O)cc1 (stereo unspecified) | 0 | -14 | -7 | 0 | 1 | 1 | -1 | 10 | 2
CCN(CC)C(=O)COC(=O)c1cc(-c2ccc(OC)cc2)nc2ccccc12 | 2 | 5 | -12 | 0 | -2 | 9 | -9 | -3 | -5
Nc1nnc(-c2ccccc2F)s1 | 2 | -24 | -3 | · | -5 | · | -2 | 11 | ·
O=C(/C=C/c1ccccc1[N+](=O)[O-])N1CCCCC1 | 2 | -6 | -1 | 8 | -9 | 2 | 3 | -6 | 4
CCCNc1ccc(C(=O)OCC)cc1[N+](=O)[O-] | 4 | -1 | 4 | -1 | 7 | 4 | 2 | 2 | 0
O=C(Nc1ccccc1)c1ccccc1NC(=O)C(F)(F)F | -1 | 10 | -1 | -2 | 11 | -6 | -1 | 6 | 2
Cc1c([N+](=O)[O-])cc(C(=O)NCc2ccc(F)cc2)cc1[N+](=O)[O-] | 4 | -8 | -2 | 8 | -13 | 4 | -10 | 6 | 0
CCC(=O)Nc1cc(C(=O)O)ccc1S(=O)(=O)c1ccc(C)cc1 | 5 | 3 | -1 | 7 | -1 | 14 | 4 | 2 | 3
CCn1c(SCC(=O)Nc2nc(C)c(C(=O)OC)s2)nnc1C(C)C | -3 | -3 | -1 | -2 | -2 | 4 | -4 | 4 | 6
O=C(Oc1cccc(N2C(=O)CCC2=O)c1)C1CC(=O)N(c2ccc(Br)cc2)C1 (stereo unspecified) | 6 | 13 | 3 | 5 | 17 | 10 | 0 | 5 | 5
SMILES | pPAFAH FP inh | EBNA-1 inhibitor | LYPLA1 counter | PAFAH2 FP inh | ZTA counter | PAFAH1B3 FP inh | LYPLA2 counter | PREPL inhibitor | PAFAH1B2 inh
NC(=O)CC(NC(=O)c1cccc(Br)c1)c1ccc(NC2CCN(Cc3ccccc3)CC2)c([N+](=O)[O-])c1 (stereo unspecified) | -2 | -3 | -2 | 6 | 1 | 1 | 0 | 20 | 3
COc1cc(OC)c(OC)cc1CNC(=O)c1cc(S(=O)(=O)N2CCOCC2)ccc1F | 1 | · | 3 | 3 | -4 | 10 | 1 | 2 | 0
C#CCOCCOCCOCCNc1nc(N2CCN(C(=O)CCCCCCCCCCNC(=O)[C@@H](CCC(=O)O)n3cc(CCCCCN)nn3)CC2)nc(N2CCN(C(=O)CCCCCCCCCCNC(=O)[C@H](CO)n3cc(CCCCCN)nn3)CC2)n1 | 8 | 4 | -6 | 9 | 37* | 9 | -4 | 46* | 3
Cc1cc(N2CCCC2=O)cc(C)c1S(N)(=O)=O | 1 | -4 | 2 | -1 | 0 | 4 | -2 | -4 | 2
O=C1c2ccccc2C2(c3ccc(F)cc3)NCCN12 (stereo unspecified) | -2 | 0 | -1 | 3 | 6 | 2 | 5 | -7 | 2
O=C(O)c1ccc(COc2ccc3ccccc3c2/C=C2/NC(=O)N(c3ccccc3)C2=O)cc1 | 18 | 10 | -5 | -3 | 27 | -3 | -3 | -7 | 0
NC(=O)CSc1nnc(Cn2cnc3ccccc32)o1 | -3 | 0 | 2 | 8 | -12 | 7 | -3 | -2 | -3
COc1cc(NC(=O)CSc2nc3c(c(=O)n(C)c(=O)n3C)n2C)cc(OC)c1 | 1 | 3 | 6 | 1 | -9 | 1 | 4 | -4 | 1
Nc1nc(Sc2ncccc2[N+](=O)[O-])n[nH]1 | 1 | -7 | 1 | · | 0 | · | 1 | 0 | ·
O=C(COc1ccc(Br)cc1Br)NNC(=O)c1cccs1 | 5 | -4 | 1 | 2 | 3 | 13 | 5 | -5 | 13
COc1ccccc1NCCC(=O)OCC(=O)Nc1ccccc1F | 14 | · | · | 0 | · | 10 | · | 3 | -2
COc1cccc2sc(N3CCN(C(=O)c4ccco4)CC3)nc12 | 5 | 4 | -1 | 0 | -1 | 6 | 4 | 7 | 4
O=C(COC(=O)C12CC3CC(CC(C3)C1)C2)NCc1ccco1 | 17 | -3 | -4 | 25 | 13 | 6 | 0 | -3 | 12
CC1(C)Cc2c(C#N)c(SCc3nc4ccccc4[nH]3)nc(N3CCOCC3)c2CO1 | 7 | -5 | 2 | -1 | -11 | -3 | 4 | 5 | 4
O=S(=O)(Nc1cccc(F)c1)c1cccc2nsnc12 | 6 | -1 | 1 | 1 | 14 | 9 | 4 | 3 | 5
C/C(=N\NC(=O)CNC(=O)C(c1ccccc1)c1ccccc1)c1ccccc1 | -1 | 2 | -2 | 3 | 4 | 4 | -11 | 0 | 7
CCc1nn(CC(=O)NCCCN(C)Cc2ccccc2)c(=O)c2cc3sc(C)cc3n12 | -1 | -13 | 0 | -6 | 5 | 6 | -3 | 1 | 6
O=C(COC(=O)c1cc(=O)[nH]c2ccccc12)Nc1nccs1 | 2 | 6 | -1 | 4 | -2 | 3 | 2 | 23 | 4
CCOc1ccccc1Oc1c(C)oc2c(CN3CCN(C)CC3)c(O)ccc2c1=O | 7 | 5 | 0 | 2 | 18 | 2 | 1 | -1 | 3
O=S(=O)(c1ccc(OCC(O)CN2CCN(c3ccccc3O)CC2)cc1)N1CCOCC1 (stereo unspecified) | 0 | 9 | -2 | -2 | -4 | 5 | 2 | 9 | 3
CC1CCCN(c2sc(S(C)(=O)=O)nc2S(=O)(=O)c2ccc(Cl)cc2)C1 (stereo unspecified) | 3 | 0 | 1 | 16 | -10 | 8 | -2 | 9 | 20
CCOc1ccccc1NC(=S)Nc1ccccc1F | 4 | 6 | 3 | 4 | 5 | 13 | 7 | 6 | -2
N#Cc1nc(NCC(F)F)nc(Nc2cc(F)cc(F)c2)n1 | -16 | · | -32 | -60 | 1 | -21 | -66 | 6 | -12
CC(C)c1ccc(OCC(=O)NNC(=S)NC(=O)c2cccs2)c(Br)c1 | 2 | 10 | -2 | 11 | 6 | 1 | -1 | 1 | 3
COc1ccc(N=c2cc(-c3ccc(OC)cc3)oc3ccccc23)cc1 | 7 | 9 | 2 | -5 | -2 | 2 | 8 | 8 | 2
SMILES | pPAFAH FP inh | EBNA-1 inhibitor | LYPLA1 counter | PAFAH2 FP inh | ZTA counter | PAFAH1B3 FP inh | LYPLA2 counter | PREPL inhibitor | PAFAH1B2 inh
COc1ccc(C2=Nn3c(nnc3-c3ccco3)SC2)cc1OC | -6 | -11 | 1 | -1 | 6 | 9 | -7 | -3 | -1
COC(=O)[C@@]1(Cc2ccccc2)[C@H]2C(=O)N(Cc3ccccc3)C(=O)[C@H]2[C@H]2CN=C(SCc3ccccc3)N21 | 9 | · | · | 4 | · | 9 | · | · | 3
O=C1Nc2ccccc2N(O)N1c1ccc(Cl)cc1 | -4 | -3 | 1 | -2 | 2 | 1 | -10 | -2 | -1
CC1(C)CC(N2CCN(c3ccccc3)CC2)=CC(=[N+]2CCCC2)C1 | -1 | -6 | 2 | -8 | 13 | 6 | 2 | 40 | 1
c1ccc(Cn2c(SCc3cn4cccnc4n3)nnc2-c2ccco2)cc1 | 2 | -12 | 2 | -9 | 12 | 1 | -1 | -9 | 1
Cc1cc(C)n2nc(S(=O)(=O)NC3CCCCC3)nc2n1 | 7 | 3 | -1 | 6 | -4 | 5 | -3 | 4 | 2
COc1cc(S(=O)(=O)N2CCOCC2)c(OC)c(S(=O)(=O)N2CCOCC2)c1 | -5 | -17 | -4 | -1 | 7 | 7 | -4 | -2 | 4
Cc1ccc(S(=O)(=O)NCC(=O)N(CC(=O)NCc2ccco2)C2CCCC2)cc1 | 0 | -6 | 3 | 0 | -18 | 0 | 2 | 7 | 8
CC(Oc1ccc(Cl)cc1Cl)c1nc(-c2ccc(NC(=O)c3ccccn3)cc2)no1 (stereo unspecified) | 5 | 0 | -1 | -19 | 3 | -3 | -6 | -6 | -2
Cc1ccccc1NC1=C/C(=N\S(=O)(=O)c2ccc(C(=O)O)cc2)c2ccccc2C1=O | 22 | -9 | 7 | 67* | 57* | 65* | 32* | 29 | 34*
O=C(NCCc1ccc(Cl)cc1)c1n[nH]c2ccccc12 | -3 | -12 | -9 | 4 | -3 | -1 | -12 | -16 | 22
Cc1nn(Cc2ccccc2Cl)c(C)c1NC(=O)c1cc(-c2ccc(F)cc2)on1 | 3 | 20 | -1 | -7 | -6 | 4 | 3 | 4 | 3
CCC(=O)NCCC(c1ccco1)c1ccccc1OC (stereo unspecified) | 5 | 0 | 0 | 2 | 9 | 4 | 0 | 4 | -4
COc1ccc(OC)c(NC(=O)COC(=O)/C=C/c2ccccc2Cl)c1 | 23 | 0 | -5 | 7 | 6 | 7 | -6 | 28 | -3
